NOD2 RIPK2 PPI: blocks binding of human NOD2 to RIPK2. O43353. CHO BLA complementation NOD2-RIPK2, CCF4 ratio. inhibition, % at 4.98 µM. 360,000 tested, 0.38% active. AID 624267; in the data active = inhibition above about 21%;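 also: 0% = vehicle only and 100% = reference blocker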
Target sequence (O43353 whole entry, looked up): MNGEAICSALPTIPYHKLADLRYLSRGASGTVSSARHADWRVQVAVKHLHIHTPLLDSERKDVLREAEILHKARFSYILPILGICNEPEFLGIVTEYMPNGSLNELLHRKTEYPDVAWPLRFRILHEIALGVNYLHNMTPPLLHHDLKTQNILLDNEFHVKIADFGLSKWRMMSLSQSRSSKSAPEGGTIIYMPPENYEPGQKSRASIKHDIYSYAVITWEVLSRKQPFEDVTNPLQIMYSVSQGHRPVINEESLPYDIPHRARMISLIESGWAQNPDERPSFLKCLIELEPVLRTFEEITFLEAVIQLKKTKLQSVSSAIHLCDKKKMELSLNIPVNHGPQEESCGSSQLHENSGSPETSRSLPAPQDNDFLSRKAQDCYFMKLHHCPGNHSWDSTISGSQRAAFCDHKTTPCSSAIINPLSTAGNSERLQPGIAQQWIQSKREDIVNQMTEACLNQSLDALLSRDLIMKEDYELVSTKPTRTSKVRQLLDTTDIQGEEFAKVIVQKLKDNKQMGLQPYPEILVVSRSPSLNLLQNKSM
LMP1 NFkB inh: reduces LMP1-driven NF-kappaB luciferase signal | LMP1-induced NF-kappaB luciferase reporter cells, luminescence | inhibition, % at 12.5 µM | 350,000 tested, 0.69% active | AID 504558; in the data active = inhibition above about 41%;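 also: 0% = neutral control wells and 100% = reference inhibitor control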
TWEAK Fn14 block: TWEAK-Fn14 signaling inhibition; 360,000 tested, 2% active; TWEAK-stimulated Fn14 reporter cells, luciferase luminescence, 8 h; inhibition, % at 10 µM; in the data active = inhibition above about 50%
NCOA2 inhibitor: inhibits human steroid receptor coactivator 2; 370,000 tested, 0.17% active; Q15596; HEK293 GAL4-SRC2 luciferase reporter, luminescence; inhibition, % at 9 µM;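 active = inhibition above the mean inhibition of all tested compounds plus 3 SD, set per campaign, cut at about 52% in these data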;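 also: 0% = DMSO treated cells and 100% = cells given Gossypol at 36 µM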
C8 TRAIL sens: caspase-8 TRAIL sensitization. AID 624354. inhibition (viability loss, TRAIL sensitization), % at 10 µM. 360,000 tested, 1% active. NB7+C8 cells + TRAIL, ATPlite viability luminescence;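 active = compounds causing at least 50% loss of cell viability in the single-dose screen, relative to plate controls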
NR2F2 inh: inhibitors of human COUP-TFII (NR2F2) | 370,000 tested, 0.7% active | HEK293T NGFI-A luciferase reporter, luminescence | inhibition, % at 8.6 µM | P24468 | AID 686940;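 active = inhibition above a per-plate cutoff, mean inhibition of test wells between control levels plus 3 SD, cut at about 38% in these data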;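 also: cells cotransfected with COUP-TFII expression vector driving the NGFI-A reporter; 0% = median of COUP-TF2 test wells and 100% = reporter-only cells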
Target sequence (P24468 whole entry, looked up): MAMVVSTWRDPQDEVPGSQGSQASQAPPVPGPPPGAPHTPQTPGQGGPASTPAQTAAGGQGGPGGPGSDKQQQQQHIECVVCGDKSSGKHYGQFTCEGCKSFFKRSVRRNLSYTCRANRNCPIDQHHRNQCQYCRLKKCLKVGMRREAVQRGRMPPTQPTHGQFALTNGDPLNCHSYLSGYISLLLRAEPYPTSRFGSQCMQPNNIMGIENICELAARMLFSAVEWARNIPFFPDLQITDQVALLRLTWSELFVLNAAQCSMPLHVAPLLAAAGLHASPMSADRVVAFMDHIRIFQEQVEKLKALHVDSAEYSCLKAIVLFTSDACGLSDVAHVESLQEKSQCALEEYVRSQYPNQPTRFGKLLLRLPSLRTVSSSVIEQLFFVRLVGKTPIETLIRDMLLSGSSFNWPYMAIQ
NCOA3 inh: inhibits human SRC3 coactivator; Q9Y6Q9; HEK293 GAL4-SRC3 luciferase reporter, luminescence; inhibition, % at 3.6 µM; 360,000 tested, 0.17% active;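 active = inhibition above a per-campaign cutoff, the mean of all compounds plus 3 SD, cut at about 60% in these data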;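 also: 0% = DMSO-treated cells and 100% = gossypol-treated cells at 36 µM; higher means less SRC3-driven luciferase light from the GAL4 reporter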
TROY NFkB inh: blocks TROY-dependent signaling in reporter cells; inhibition, % at 10 µM; Q293 LMP1-TROYcd NF-kB luciferase reporter, 4 h; 360,000 tested, 0.98% active;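 active = compounds whose plate-normalised and pattern-corrected inhibition of the luciferase reporter signal at the single screening dose is 50% or more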
TLR9-MyD88 inh: TLR9-MyD88 interaction inhibition. Q9NR96+Q99836. CHO BLA complementation TLR9-MyD88, CCF4 FRET ratio. inhibition, % at 4.98 µM. 340,000 tested, 0.21% active;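 active = inhibition above the mean over all tested compounds plus 3 SD, cut at about 21% in these data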;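 also: 0% = DMSO only wells and 100% = clavulanate BLA inhibitor control wells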
LRH-1 inv ag: NR5A2 inverse agonism in reporter assay. O00482. HEK293T StAR-luciferase reporter, LRH-1 transfected, 24 h. inhibition, % at 3.6 µM. 360,000 tested, 0.13% active;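 active = inhibition above the mean inhibition of all tested compounds plus 3 SD, cut at about 73% in these data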;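 also: 0% = DMSO wells and 100% = reporter-only cells lacking LRH-1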
SRC1 inh: human NCOA1 inhibition; Q15788; HEK293 GAL4-SRC1 luciferase reporter, luminescence; inhibition, % at 3.6 µM; 360,000 tested, 0.12% active; AID 588354;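 active = inhibition above the campaign mean plus 3 SD, with each screening campaign given its own cutoff, cut at about 60% in these data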;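 also: 0% = DMSO treated cells and 100% = gossypol at 36 µM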
Starred values were filed as active, the others as inactive; x = not tested or not shown. This is a subset. The share of hits here may be higher or lower than overall.

SMILES	NOD2 RIPK2 PPI	LMP1 NFkB inh	TWEAK Fn14 block	NCOA2 inhibitor	C8 TRAIL sens	NR2F2 inh	NCOA3 inh	TROY NFkB inh	TLR9-MyD88 inh	LRH-1 inv ag	SRC1 inh
CC1Cc2nc(SCC(N)=O)n(C)c(=O)c2S1 (stereo unspecified)	-2	2	-4	-4	-8	7	-1	-10	2	-33	-1
CCCCCc1ccc(OCCCC[n+]2cccc(C)c2)c(CCCCC)c1	-6	16	70*	4	21	57*	51	59*	6	58	15
O=C(CCC1CCN(Cc2nccs2)CC1)Nc1ccccc1	5	0	-6	-22	5	-19	-23	-32	-2	4	-14
CC(C)c1cc(CN2CCN(CCC#N)CC2)cc(C(C)C)c1O	-5	-5	-24	-11	0	-3	11	-2	10	5	-3
Cc1ccsc1/C=c1\sc2ncnn2c1=O	1	0	-7	4	-8	2	12	-12	-2	13	-26
O=[N+]([O-])c1cccc(C2=NCCS2)c1	3	2	12	7	-3	-7	8	28	1	-13	9
CC(SCc1ccccc1)C(=O)Nc1ccc2c(c1)OCO2 (stereo unspecified)	-5	-17	-24	-51	-1	-13	-11	-18	6	-42	-56
Cc1cccn2c(CN[C@@H]3CCCC[C@H]3c3ccccc3)c(C(=O)N3CCOCC3)nc12	-7	-1	-10	0	9	6	10	0	-1	8	0
CC1(C)Cc2c(sc3[nH]c(=S)n(Cc4ccccc4)c(=O)c23)CO1	-1	-4	-2	4	14	-9	4	9	-1	-8	-3
Oc1ccc(C23CC4CC(CC(C4)C2)C3)cc1O	5	1	39	3	-12	-5	-12	22	1	-2	-3
CCCN1C(=O)c2ccc(C(=O)NCc3ccco3)cc2C1=O	14	-5	13	-36	0	3	4	1	-2	10	2
CSc1nnc(C)c(=O)n1COC(=O)COc1ccc(F)cc1	-2	-6	4	-4	-4	-4	4	0	0	6	-1
CCCC(=O)N1CCN(C2=NS(=O)(=O)c3ccccc32)CC1	-6	3	-5	-4	-3	-1	7	-7	-2	13	-7
COCCCNC(=S)Nc1ccc(N2CCCCC2)cc1	1	-8	-4	0	-2	9	-16	-18	-12	-62	-38
CN(C1=C(NC(=O)c2ccc(Cl)cc2)C(=O)c2ccccc2C1=O)c1ccccc1	-5	-15	16	-6	23	9	15	35	-2	3	7
O=C(CCc1ccccc1)NNC(=S)Nc1ccc(F)cc1	11	2	-12	-12	7	-4	17	-6	1	-24	2
Cc1ccc(-n2c(=O)c3ccc(C(=O)NCc4ccco4)cc3n(Cc3ccccc3C#N)c2=O)cc1	7	-1	-6	-3	3	10	18	7	13	1	9
Cc1nn(C)c(Cl)c1CN1CCC(n2nccc2NC(=O)C2CCCC2)CC1	-14	6	-12	4	6	-9	0	-10	-8	-5	-28
CCn1cc(C(=O)NC(=S)Nc2ccccc2[N+](=O)[O-])cn1	-9	-11	0	-38	-24	-7	-16	-16	1	-28	-39
COC(=O)c1cc(C(=O)c2c(C)cc3ccccn23)cc([N+](=O)[O-])c1	-15	-1	36	4	22	6	17	18	-2	0	8
Cc1cc(NC(=O)CSCC(=O)OC(C)C(=O)N(C)Cc2ccccc2)no1 (stereo unspecified)	-2	18	4	-3	-12	-3	27	-14	-1	1	-9
Cc1ccc(-c2nn(-c3ccccc3)cc2C(=O)NCC(c2cccs2)N2CCOCC2)cc1 (stereo unspecified)	0	-9	1	-28	6	-23	-4	-8	3	-4	-4
Oc1ccc(N=Nc2ccc3c(c2)OCCO3)c2cccnc12	-15	60*	5	52*	30	34	59	76*	-5	4	37
CC(C)C[C@H]1CN(CCCC[C@@H]2CNC(=O)C(=O)N2CC2CCCCC2)C(=O)C(=O)N1Cc1ccccc1	-11	x	12	-47	-6	-2	x	6	x	5	x
CC(C)c1ccc(S(=O)(=O)N2CCN(C(=O)[C@@H]3CCCN3C(=O)c3cccs3)CC2)cc1	1	-5	13	-2	-14	-12	-2	17	-15	8	-3
Other entries follow:
SMILES	NOD2 RIPK2 PPI	LMP1 NFkB inh	TWEAK Fn14 block	NCOA2 inhibitor	C8 TRAIL sens	NR2F2 inh	NCOA3 inh	TROY NFkB inh	TLR9-MyD88 inh	LRH-1 inv ag	SRC1 inh
CC(C)c1nnc(NC(=O)C2CCN(S(=O)(=O)c3ccc(-n4cnnn4)cc3)CC2)s1	-9	0	-14	5	5	-7	15	-25	-5	-3	11
O=C(O)c1ccc(/C=N/NC(=O)C(O)(c2ccccc2)c2ccccc2)cc1	-11	-1	1	-16	-13	4	10	-5	8	-4	11
CCCCC(C(=O)NCCC(C)C)N(CCCN1CCOCC1)C(=O)c1snc(C(N)=O)c1N (stereo unspecified)	-7	-7	-2	-9	3	22	-15	3	3	-3	4
Cc1scc(C(=O)NCc2ccco2)c1-c1ccccc1	-7	2	20	-13	11	2	-3	-1	4	-7	-3
COc1ccccc1-c1cc(C(=O)N/N=C/c2ccc(C)s2)c2ccccc2n1	-3	13	-101	-29	34	-12	-10	15	4	18	-1
CCCC(c1nnnn1Cc1ccc(OC)cc1)N1CCN(C(=O)c2ccco2)CC1 (stereo unspecified)	-7	2	7	-4	8	11	-12	-4	-5	7	5
Cc1ccc(C(=O)CCC(=O)N(C)CC(=O)Nc2c(Cl)cccc2Cl)cc1	-1	-1	6	-10	-10	12	-11	7	-5	10	-11
NC(=O)CNC(=O)c1cccc(Cl)c1	-10	10	-6	0	3	-8	-17	-3	10	-16	-6
CC(C)C(=O)NC(=S)Nc1ccc(S(=O)(=O)N(C)C)cc1	-3	-1	-5	1	-16	-4	5	16	-6	28	-5
CCCN=C1NC(=O)C(CC(=O)NCCc2ccccc2)S1 (stereo unspecified)	10	-4	2	-29	-9	2	-24	4	-7	-9	-11
O=C1CC2(CCCCC2)Oc2ccc(Cl)cc21	-3	9	-21	12	12	-4	30	-5	0	30	5
CCc1ccc2c(F)cccc2n1	-7	x	6	-21	-10	-4	-2	7	x	-5	10
COc1cccc(N2CCN(C(=O)CN(C)S(=O)(=O)c3ccc4c(c3)c(=O)n(C)c(=O)n4C)CC2)c1	-2	1	-4	-17	-4	10	8	-10	6	11	9
COc1ccc(-c2noc(CCCC(=O)NC3CCCCC3)n2)cc1	-4	11	17	31	13	16	10	12	-4	29	5
C/C(Cl)=C\Cn1c(O)c(N=NC(N)=S)c2ccccc21	4	18	-15	13	3	-6	16	-34	8	24	11
O=C(O)COc1ccccc1/C=N/NC(=O)CSc1nnc(SCc2ccccc2)s1	-3	-5	13	7	1	-13	6	1	-7	6	-15
CCOC(=O)CSc1ncc(OC)c(Sc2ccc(Cl)cc2)n1	2	-6	-6	-16	-1	0	10	-7	6	-2	12
O=C(Nc1ccccc1)Nc1cccc(-c2nnco2)c1	-10	-2	-19	-28	0	-24	-37	-24	-6	6	-23
OC(c1ccc(F)cc1)c1nc(-c2ccccc2)cs1 (stereo unspecified)	0	x	-7	-30	-11	-19	-67	-34	x	-9	-36
CCOCCCN(C)C1CCN(S(=O)(=O)c2csc(C(N)=O)c2)CC1	-7	-10	7	0	-14	2	23	-12	5	6	-1
O=C1COC(c2ccccc2O)=NN1CCCl	4	0	8	9	-1	-5	-4	5	2	-1	-14
CC1=CC(C)(C)N2C(=O)C3(C(C#N)=C(N)Oc4cc(O)ccc43)c3cccc1c32 (stereo unspecified)	-6	-19	21	2	-6	2	-6	27	-7	11	-3
CCOC(=O)/C(C#N)=C/c1cc(C)n(-c2ccccc2)c1C	-5	-25	84*	12	50*	36	33	89*	6	36	14
COc1ccc(C2CC3(CC(C)(C)NC(=S)N3)Oc3cc(O)cc(C)c32)cc1OC (stereo unspecified)	-2	7	-11	-18	-6	4	-30	3	0	16	-7
CC(C)c1nc(-c2ccccc2)c(-c2ccccc2)[nH]1	-9	-23	7	-10	-8	-10	5	-6	-1	-6	8
(continued)
SMILES	NOD2 RIPK2 PPI	LMP1 NFkB inh	TWEAK Fn14 block	NCOA2 inhibitor	C8 TRAIL sens	NR2F2 inh	NCOA3 inh	TROY NFkB inh	TLR9-MyD88 inh	LRH-1 inv ag	SRC1 inh
O=C(CSc1ccc2nnc(-c3ccccc3)n2n1)N1CCCc2ccccc21	-13	-1	15	-12	4	-12	5	14	0	12	3
COC(=O)CN1C(=O)C(O)(CC(=O)c2ccc(Cl)cc2)c2ccccc21 (stereo unspecified)	-7	-8	-2	-6	8	-14	-3	7	-1	-11	-4
CCc1ccc(N/C(SCc2cccc(F)c2)=C(/C#N)C(=O)NCc2ccco2)cc1	-8	-10	32	9	11	15	4	30	5	12	12
COCCCn1c(=S)[nH]c2ncccc2c1=O	-10	1	4	7	-17	4	9	-20	-12	10	-6
O=C(O)c1cccc(S(=O)(=O)N2CCOCC2)c1	-1	-3	0	4	-52	7	-19	6	-7	-19	-13
O=C(Cn1ncc2c3ccccc3n(Cc3ccccc3F)c2c1=O)NCC1CCCO1 (stereo unspecified)	3	0	20	-16	18	-5	3	-12	0	-14	-10
Cn1c(N)c(C(=O)COC(=O)CC(NC(N)=O)c2ccc(Cl)cc2)c(=O)n(C)c1=O (stereo unspecified)	4	10	-9	7	11	-9	3	7	1	6	1
COCc1cn(-c2nc3ccccc3s2)nn1	-6	x	-1	-44	-13	-46	x	-62	x	-91	x
Cc1sc(NC(=O)CSc2nc(N)n(CC(=O)c3ccccc3)n2)c(C#N)c1C	-5	11	-15	-12	-2	5	6	1	-6	-28	6
Cc1cc(=O)oc2cc(OC(C)C(=O)N3CCOCC3)ccc12 (stereo unspecified)	-4	-4	10	-9	-6	10	9	15	3	1	-2
CN(C)S(=O)(=O)c1cc(NC(=O)COC(=O)Cc2cccc3ccccc23)ccc1Cl	4	7	46	-21	-3	24	7	34	-10	1	-12
CCOC(=O)c1c(NCc2ccccc2)n[nH]c1C	-4	-9	0	7	8	2	0	-7	-6	9	-14
Cc1ccc2nc(-c3cccnc3)c(Nc3ccccc3C)n2c1	-12	-2	-41	2	10	11	4	5	-4	-10	-3
O=c1c2cn[nH]c2nc(SCc2c(F)cccc2F)n1-c1ccc(Cl)cc1	3	0	4	-10	-13	-4	7	14	-11	-12	-12
O=C(O)C(Cc1c[nH]c2ccccc12)N1CCS(=O)(=O)CC1 (stereo unspecified)	-1	0	1	4	2	7	18	-18	-2	19	-5
O=C(CCN1C(=O)c2ccccc2C1=O)C1=NN[C@@H]2C(=O)N(c3ccc4c(c3)OCO4)C(=O)[C@H]12	-12	x	-3	-51	-6	6	10	-11	x	2	-7
CC1(C(=O)NCc2cccnc2)CCN1C(=O)c1cccc(F)c1 (stereo unspecified)	1	x	22	-17	-5	-8	-4	-13	x	2	8
CC1C/C(=N\NC(=O)c2ccc([N+](=O)[O-])cc2)CC(C)(C)C1 (stereo unspecified)	-1	-6	-2	-43	12	-12	10	2	-3	-24	8
Cc1ccc(Sc2cc(C(=O)c3ccccc3C(=O)O)ccc2[N+](=O)[O-])cc1	-9	6	-7	17	-7	10	9	23	-3	-8	8
Cc1ccc(NC(=O)c2ncn(CCCNCc3ccc4c(c3)OCO4)n2)cc1C	0	-3	6	9	-4	-4	0	-2	-10	-3	14

Bioassay records: PubChem, several laboratories
